Screening data deposited in PubChem BioAssay by several laboratories.
LMPTP inh: blocks human LMPTP phosphatase. recombinant LMPTP-A, OMFP fluorogenic substrate, fluorescence intensity. inhibition, % at 20 µM. 0.22% of 360,000 active. P24666. AID 651560;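 active = compounds that cut the enzyme signal by at least half of the control window in the single-dose screen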;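 also: plate controls were DMSO wells with enzyme plus substrate for no effect and substrate without enzyme for full effect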
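Assay system: LMPTP-A, protein tyrosine phosphatase of low molecular weight / Medium: pH 6.0 Bis-Tris buffer with DTT and Triton X-100 / Schedule: 50 min enzyme reaction at room temperature, protected from light / Measured by: endpoint fluorescence intensity from OMFP dephosphorylation / Read-out basis: % inhibition relative to no-enzyme and uninhibited control wells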
SUMO1 PPI mod: modulators of human SUMO1-mediated protein-protein interactions; P63165; SUMO1 binding to a labelled peptide, TR-FRET, 1 h; inhibition, % at 20 µM; 0.33% of 360,000 active; AID 602429; in the data active = inhibition above about 37%
Target sequence (P63165 whole entry, looked up): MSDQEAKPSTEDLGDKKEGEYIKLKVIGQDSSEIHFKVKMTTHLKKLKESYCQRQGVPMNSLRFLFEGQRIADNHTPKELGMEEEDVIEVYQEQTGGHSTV
DNMT1 block: blocks human DNA methyltransferase DNMT1. P26358. DNMT1 molecular beacon, Hinp1I cleavage, fluorescence. inhibition (reported as % activation of signal), % at 10 µM. 0.83% of 360,000 active. AID 588458; in the data active = inhibition above about 50%
NadD block: inhibitors of Staphylococcus aureus NadD; AID 602399; inhibition, % at 20 µM; purified NadD enzyme, colorimetric absorbance read-out; 0.78% of 360,000 active; in the data active = inhibition above about 26%; also: some compounds past the cut are filed as inactive
Rpn11 inh: blocks the human proteasome subunit Rpn11; 0.59% of 360,000 active; calls only at 20 µM; human 26S proteasome, Ub4-pepOG fluorescence polarization; 20S core pre-blocked with epoxomicin; O00487;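 active = inhibition at 20 µM, scaled to each plate's controls, above about 33%, limit read from the data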
Target sequence (O00487 whole entry, looked up): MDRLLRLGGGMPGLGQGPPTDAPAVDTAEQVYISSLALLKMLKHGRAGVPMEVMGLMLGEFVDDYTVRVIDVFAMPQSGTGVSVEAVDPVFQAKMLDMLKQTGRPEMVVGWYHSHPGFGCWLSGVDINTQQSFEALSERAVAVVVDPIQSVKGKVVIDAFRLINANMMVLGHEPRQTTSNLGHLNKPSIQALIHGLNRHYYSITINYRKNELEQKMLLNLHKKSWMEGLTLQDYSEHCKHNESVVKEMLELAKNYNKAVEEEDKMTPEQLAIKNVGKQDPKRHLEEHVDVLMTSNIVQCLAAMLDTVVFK
Neddylation inh: inhibitors of human cullin neddylation; P61081+Q13564; TR-FRET cullin neddylation, biochemical; calls only at 25 µM; 0.58% of 360,000 active; in the data active = inhibition above about 36%
Rin1-Abl PPI inh: human Rin1-Abl interaction inhibition; inhibition, % at 7.35 µM; 0.4% of 360,000 active; TR-FRET Rin1/Abl binding, biochemical; P00519+Q13671; AID 588664; in the data active = inhibition above about 5%, passing the limit was not always enough
Scp1 inh: Scp-1 (human) phosphatase inhibition | inhibition, % at 20 µM | Q9GZU7 | 0.88% of 340,000 active | Recombinant Scp1, phosphopeptide, malachite green phosphate absorbance;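 active = inhibition above about 50% at 20 µM, limit read from the data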;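 also: plate controls were DMSO wells with enzyme for no effect and wells lacking enzyme for full effect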
Target sequence (Q9GZU7 76-261 limits assumed): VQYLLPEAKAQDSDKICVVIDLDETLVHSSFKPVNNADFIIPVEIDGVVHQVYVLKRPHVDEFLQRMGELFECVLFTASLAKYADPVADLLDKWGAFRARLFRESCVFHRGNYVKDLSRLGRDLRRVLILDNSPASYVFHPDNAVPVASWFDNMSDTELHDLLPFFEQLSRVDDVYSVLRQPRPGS
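System: SCP-1 catalytic domain; Reagent: Phospho 17-mer peptide substrate; Doses: one concentration, 20 µM, with 1.0% DMSO; Incubation: 45 min room-temperature reaction, 5 min colour, 30 min stabiliser; Signal: Phosphate-binding colour reagent, absorbance read at 630 nm.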
CSN inh: inhibitors of human CSN-mediated cullin deneddylation. Q92905. Purified CSN, SCF-Nedd8-OG deneddylation, fluorescence polarization. inhibition, % at 12.5 µM. 0.38% of 360,000 active;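 active = pattern-corrected inhibition above about 35%, with an unprinted fluorescence ratio check between 0.5 and 1.5, limit read from the data, passing the limit was not always enough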;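 also: 0% = enzyme with substrate and 100% = substrate without enzyme; some results filed as inactive read as strong as hits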
Target sequence (Q92905 whole entry, looked up, one chain of several): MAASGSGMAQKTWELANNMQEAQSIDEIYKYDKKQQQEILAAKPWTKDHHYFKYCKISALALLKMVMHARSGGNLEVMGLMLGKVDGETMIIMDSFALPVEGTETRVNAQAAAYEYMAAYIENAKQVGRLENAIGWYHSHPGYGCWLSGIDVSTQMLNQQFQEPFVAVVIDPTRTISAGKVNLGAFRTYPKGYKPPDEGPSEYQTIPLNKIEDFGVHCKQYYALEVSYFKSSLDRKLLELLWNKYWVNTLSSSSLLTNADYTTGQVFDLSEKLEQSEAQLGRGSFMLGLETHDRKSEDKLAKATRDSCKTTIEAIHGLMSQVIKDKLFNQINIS
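Test system: purified human Csn5 enzyme expressed in HEK293T cells. Amount: 0.24 nM enzyme. Reagent: SCFSkp2-Nedd8OG substrate at 10 nM final. Schedule: 90 min incubation of compound, enzyme and substrate at room temperature. Detection: fluorescence polarization. Read-out: % inhibition of substrate cleavage by Csn5.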
STEP inh: STEP (human) phosphatase inhibition | recombinant STEP, OMFP fluorogenic substrate, fluorescence | inhibition, % at 20 µM | 0.25% of 360,000 active | AID 588621;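 active = inhibition at 20 µM, scaled per plate between control wells, above about 37%, limit read from the data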;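 also: 0% = DMSO with enzyme and substrate and 100% = substrate only without enzyme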
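System: STEP phosphatase, cell-free reaction; Buffer or medium: Bis-Tris pH 6.0 buffer with DTT, detergent; Incubation: 20 min at room temperature, dark; Measured by: fluorescence, 480/540 nm.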
* hit, by the source's call; i = inactive; · = not tested or not shown; + = active, no number.

SMILES	LMPTP inh	SUMO1 PPI mod	DNMT1 block	NadD block	Rpn11 inh	Neddylation inh	Rin1-Abl PPI inh	Scp1 inh	CSN inh	STEP inh
O=C(COc1ccccc1)Nc1nnc(S(=O)(=O)N2CCCCCC2)s1	0.5	15	4	0	i	i	1	3	-1	2
CCc1cccc(C)c1NC(=O)COC(=O)Cc1ccccc1	-1.3	-1	-1	2	i	i	-2	·	-6	0
NC1=NS(=O)(=O)NC1c1ccc(F)cc1 (stereo not drawn)	2.7	-1	0	-2	i	i	-3	-7	3	-3
O=C(Cc1ccc(Cl)cc1)Nc1ccc(NC(=O)c2ccccc2)cc1	16	1	56*	12	i	i	0	3	9	1
CCOc1ccc(S(=O)(=O)NCCC(=O)OCC(=O)N2CC(=O)Nc3ccccc32)cc1	-1.2	-1	0	6	i	i	2	-7	4	2
CNC(=S)N(C)c1ccccc1	-2.4	1	4	-4	i	i	-2	-5	-7	5
CCOC(=O)c1c(NC(=O)COC(=O)CCS(=O)(=O)c2ccc(C)cc2)sc(C)c1C	5.1	2	-2	2	i	i	0	-12	-1	3
CCOC(=O)NCc1ccc(S(=O)(=O)Nc2c(C)cccc2C)cc1	-1.4	-2	-1	-5	i	i	-3	-2	1	-2
Oc1c(CN2CCOCC2)cc(CN2CCOCC2)cc1CN1CCOCC1	-1.6	4	87*	3	+	i	0	-8	2	1
Cc1ccc(C(=O)Oc2ccc3ccc(=O)oc3c2)cc1	6.8	8	12	-2	i	·	-2	-9	4	15
COc1ccc(NC(=O)Cc2c(Sc3ccccc3)c3ccccc3n2C)cc1	0.7	-3	-1	-4	i	i	-1	-7	-20	-1
O=C(CCc1[nH]c2ccccc2c1Sc1ccccc1)N(CCO)CCO	-1.0	9	12	-6	i	i	6	-8	8	-2
COc1cc(/C=N/n2c(COc3ccccc3)n[nH]c2=S)cc(Br)c1O	-2.6	4	-1	4	i	i	0	-9	-4	3
CC(NS(=O)(=O)c1ccc(Cl)cc1)C(=O)N1CCOCC1 (stereo not drawn)	-1.3	-5	1	4	i	i	2	-3	-2	-1
COc1cc(-c2[nH]ncc2CN(C)Cc2nonc2C)cc(OC)c1OC	-2.0	-4	20	0	i	i	-2	3	-2	-1
CC(C)CCNC(=O)c1cc([N+](=O)[O-])ccc1N1CCOCC1	0.3	-19	0	5	i	i	-1	-3	3	0
CN1CCN(C(=O)C2CCCN(S(=O)(=O)c3ccccc3)C2)CC1 (stereo not drawn)	-1.7	-2	0	0	i	i	-2	-2	2	2
COc1ccccc1NC(=O)N(Cc1ccco1)Cc1cc2ccc(C)c(C)c2[nH]c1=O	2.1	-2	-5	11	i	i	-3	-5	2	3
CN(C(=O)COC(=O)CCc1c[nH]c2ccccc12)c1ccccc1	0.5	4	-1	-7	i	i	-2	4	3	4
Cc1ccsc1C(=O)N1CCCC(CO)(Cc2ccccc2F)C1 (stereo not drawn)	-0.1	2	-5	-10	i	i	5	-4	-3	-2

For convenience, 3 of the compounds above.
SMILES	LMPTP inh	SUMO1 PPI mod	DNMT1 block	NadD block	Rpn11 inh	Neddylation inh	Rin1-Abl PPI inh	Scp1 inh	CSN inh	STEP inh
COc1ccc(NC(=O)Cc2c(Sc3ccccc3)c3ccccc3n2C)cc1	0.7	-3	-1	-4	i	i	-1	-7	-20	-1
O=C(CCc1[nH]c2ccccc2c1Sc1ccccc1)N(CCO)CCO	-1.0	9	12	-6	i	i	6	-8	8	-2
COc1cc(/C=N/n2c(COc3ccccc3)n[nH]c2=S)cc(Br)c1O	-2.6	4	-1	4	i	i	0	-9	-4	3

Continued.
SMILES	LMPTP inh	SUMO1 PPI mod	DNMT1 block	NadD block	Rpn11 inh	Neddylation inh	Rin1-Abl PPI inh	Scp1 inh	CSN inh	STEP inh
Cc1ccc(OCC(=O)NCCNC(=O)c2cnccn2)cc1C	-0.9	1	3	0	i	i	-3	-5	0	0
CCOC(=O)CNC(=O)C(Cc1ccccc1)NC(=O)OCc1ccccc1 (stereo not drawn)	1.6	-5	3	-4	i	i	-1	6	3	-2
CC(=O)c1cc(C#N)c(SCc2ccccn2)nc1C	3.3	-2	-1	-6	i	i	0	-7	7	3
COc1ccccc1CNC(=O)C1CCC(=O)N(CCCc2ccccc2)C1 (stereo not drawn)	-0.6	-2	1	1	i	i	3	-6	-1	3
COc1ccc(-n2c(=O)c3ccccc3n(CC(=O)NC3CCCCC3)c2=O)cc1OC	4.1	-3	11	-3	i	i	-1	-1	-1	0
CCOC(=O)c1cnn(C(=O)c2ccccc2)c1N	-0.2	0	6	3	i	i	0	-1	3	-2
Cc1cc(C)cc(NC(=S)N(CCCN2CCN(C)CC2)Cc2cccs2)c1	-2.6	1	2	-4	i	i	-1	21	9	0
O=C1CCCN1c1ccc(C(=O)N(Cc2nnc(-c3ccccc3Cl)o2)C2CC2)cc1	0.1	2	-4	-2	i	i	2	2	-3	-4
Cc1nnc(NC(=O)CCNC(=O)c2ccccc2Cl)s1	-1.1	-3	1	3	i	i	0	-5	3	3
COc1ccc(NC(=O)C2CC3CCC2C3)c(OC)c1 (stereo not drawn)	0.3	3	-3	-3	i	i	0	-4	1	-6
COc1ccc(C(C(=O)OCCN(C)C)c2ccccc2)cc1 (stereo not drawn)	-1.2	2	4	-8	i	i	2	-4	1	2
COc1cc(C(=O)NCC2(N3CCCCC3)CCCCC2)ccc1OCC(=O)N1CCOCC1	-0.5	-3	-3	-8	i	i	-2	-11	-1	1
Cc1cccnc1N(C(=O)Nc1ccccc1)C1=NCC(C)(C)S1	-0.8	3	1	8	i	i	0	-7	-2	-4
CCC1(CC)Cc2ccccc2-c2nc3ccccc3c(=O)n21	1.8	0	-3	-3	i	i	1	2	2	4
Cc1cc(C)nc(SCc2nnc(SCC(=O)N3CCOCC3)o2)n1	-2.1	1	2	-1	i	i	-1	-4	4	1
O=C(NC(=S)N1CCN(C(c2ccccc2)c2ccccc2)CC1)c1ccc(S(=O)(=O)N2CCOCC2)cc1	-0.8	19	-7	26	i	i	-1	-8	5	1
COc1cc2ccccc2cc1C(=O)Nc1nccs1	0.9	-9	4	-6	i	i	-1	16	6	-2
CC1=C(C(=O)OCc2ccccc2)C(c2ccoc2)C(C#N)=C(N)O1 (stereo not drawn)	-0.2	-4	-8	0	i	i	3	-2	3	2
O=C(Oc1ccc(OC(=O)N2CCOCC2)cc1)c1ccccc1	0.2	-5	1	4	i	i	-1	-5	-1	-2
CCN(CC(=O)Nc1ccc2c(c1)OCCO2)C(=O)C(C)Oc1ccc(Cl)cc1 (stereo not drawn)	-9.3	-39	-4	3	i	i	-3	1	-10	1
C#Cc1ccc([C@@H]2C=C(C(=O)OCC=C)O[C@H](OCCCCO)C2)cc1	0.7	-3	-23	6	i	i	1	6	1	0
Nc1nc(SCC(=O)c2ccc([N+](=O)[O-])cc2)n[nH]1	-0.4	-6	-3	-3	i	i	-1	-2	0	0
CCOC(=O)[C@]12CCC=C1N(Cc1cccc3ccccc13)C(=O)[C@H](CC(=O)NCCc1ccccc1OC)C2	6.6	5	·	-8	·	i	·	·	0	·
CCOc1ccccc1N1CCN(C(=O)c2ccncc2)CC1	-3.4	-1	8	-3	i	i	2	-13	4	0
O=C(c1ccco1)N1CCC(c2nc3c(nnn3Cc3ccc(F)cc3)c(=O)[nH]2)CC1	-2.0	6	1	5	i	i	2	-8	-6	1
CC(C)(C)c1ccc(CC(=O)N2CCC2(C)C(=O)NS(=O)(=O)c2ccccc2Cl)cc1 (stereo not drawn)	-1.1	4	0	2	i	i	-1	·	-4	0
O=C(Nc1c(Cl)cccc1Cl)C1CCN(C(=O)c2cccs2)CC1	-1.5	3	2	-5	i	i	4	-2	3	-2
CCc1ccc(C(=O)Nc2ccc(OC)c(S(=O)(=O)N3CCCCC3)c2)cc1	1.2	-2	-6	1	i	i	3	-10	-4	1
O=c1c2ccccc2sc2c(CO)ccc(NCCN3CCCCC3)c12	3.5	-23	46	3	i	i	-13	5	3	-2
Cc1ccc(-c2cccc(-c3cc(=O)oc4ccc(C(C)(C)C)cc34)c2)cc1	1.9	-2	17	3	i	i	2	-1	-5	3

Exported with the structure last: entries from further up
| LMPTP inh | SUMO1 PPI mod | DNMT1 block | NadD block | Rpn11 inh | Neddylation inh | Rin1-Abl PPI inh | Scp1 inh | CSN inh | STEP inh | canonical_smiles |
| --- | --- | --- | --- | --- | --- | --- | --- | --- | --- | --- |
| 1.2 | -2 | -6 | 1 | i | i | 3 | -10 | -4 | 1 | CCc1ccc(C(=O)Nc2ccc(OC)c(S(=O)(=O)N3CCCCC3)c2)cc1 |
| -1.1 | 4 | 0 | 2 | i | i | -1 | · | -4 | 0 | CC(C)(C)c1ccc(CC(=O)N2CCC2(C)C(=O)NS(=O)(=O)c2ccccc2Cl)cc1 (stereo not drawn) |
| 6.6 | 5 | · | -8 | · | i | · | · | 0 | · | CCOC(=O)[C@]12CCC=C1N(Cc1cccc3ccccc13)C(=O)[C@H](CC(=O)NCCc1ccccc1OC)C2 |

Continued.
SMILES	LMPTP inh	SUMO1 PPI mod	DNMT1 block	NadD block	Rpn11 inh	Neddylation inh	Rin1-Abl PPI inh	Scp1 inh	CSN inh	STEP inh
Cc1ccc(OCCCc2c(C)n[nH]c2C)cc1	0.3	2	-5	-11	i	i	-1	-4	2	-3
CCc1nc2c(OCCC3CCCCC3)cccn2c1N(C)C(=O)COc1ccccc1	7.7	7	-6	4	i	i	4	·	2	4
Cn1cc(Br)cc2nc(C(F)(F)F)nc1-2	0.3	-1	0	-1	i	i	-2	-7	-3	-2
O=C(Nc1nccs1)c1ccccn1	0.7	4	0	-8	i	i	2	-5	-3	-4
Cn1c(SCC(=O)Nc2ccccc2F)nnc1-c1ccc(S(=O)(=O)N2CCOCC2)cc1	-1.2	4	2	-1	i	i	1	0	3	-1
O=c1cc(-c2ccccc2)[nH]n1-c1nc2ccccc2s1	-0.1	5	0	1	i	i	1	-20	-4	2
Cc1nn(C)c(C(=O)NC(=S)Nc2ccccc2Br)c1Cl	2.0	-1	-3	-3	i	i	-2	-8	4	1
O=C(c1ccc(CS(=O)(=O)c2cccc(C(F)(F)F)c2)o1)N1CCN(c2ccccn2)CC1	-0.2	3	0	9	i	i	1	-4	3	1
O=C(NCc1ccccc1F)C1CCCN1C(=O)Nc1ccc(F)cc1 (stereo not drawn)	-0.4	4	1	2	i	i	0	1	-2	0
CCn1c(CNc2ccc(F)cc2)nnc1SCC(=O)Nc1ccccc1OC	-1.2	-4	-6	3	i	i	0	-5	2	0
COc1ccc(S(=O)(=O)N(C)C[C@@H]2Oc3cc(Br)ccc3S(=O)(=O)N([C@H](C)CO)C[C@@H]2C)cc1	0.4	-3	-1	-5	i	i	-1	·	-7	-1
O=C(CN1CCN(S(=O)(=O)c2ccc(C(F)(F)F)cc2)CC1)N1CCNC1=O	-0.5	-2	11	-6	i	i	2	4	-3	-1
COc1cc2ccccc2cc1C(=O)NCc1ccncc1	-1.4	-10	3	-3	i	i	-2	-2	-5	3
CCO[C@@H]1OC(C(=O)NCc2ccccc2)=C[C@H](c2cn(C(C)=O)c3ccccc23)[C@H]1CCCO	-2.2	-2	-3	-11	i	i	-2	-5	-4	3
Cc1ccc(-c2nc(N/N=C/c3ccncc3)c3ccccc3n2)cc1	7.7	-2	-4	2	i	i	-1	1	23	-6
